# Nrf2 block: blocks Nrf2 signaling. A549 ARE-Fluc reporter, luciferase luminescence, 18-24 h. Potency, µM (top dose mostly 46 µM), for inactives: top-dose activity change, negative = inhibition, usual class: inhibitors. 360,000 tested, 2.1% active. AID 504444; note: potency is the fitted concentration of half-maximal effect; % is set by controls: 0 for no effect and ±100 for the full control effect; nearly all actives have a fitted effect of over 60% in size
#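 Quantitative HTS in A549 cells stably bearing an antioxidant response element-firefly luciferase construct. Inhibition of Nrf2-driven transcription was scored by luminescence after 18-24 h of compound exposure at 37 °C.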
# EPAC2 ag: EPAC2 (human) agonism; Potency, µM (doses to about 154 µM), without a hit: at the top dose activation, actives largely listed as activators; 360,000 tested, 0.079% active; AID 720711; EPAC2 activation, biochemical qHTS; response scale: 100% = 6.5 mM cAMP response; note: potency is the fitted concentration of half-maximal effect; nearly all actives have a fitted effect of over 50% in size
# Target sequence (Q8WZA2 whole entry, looked up): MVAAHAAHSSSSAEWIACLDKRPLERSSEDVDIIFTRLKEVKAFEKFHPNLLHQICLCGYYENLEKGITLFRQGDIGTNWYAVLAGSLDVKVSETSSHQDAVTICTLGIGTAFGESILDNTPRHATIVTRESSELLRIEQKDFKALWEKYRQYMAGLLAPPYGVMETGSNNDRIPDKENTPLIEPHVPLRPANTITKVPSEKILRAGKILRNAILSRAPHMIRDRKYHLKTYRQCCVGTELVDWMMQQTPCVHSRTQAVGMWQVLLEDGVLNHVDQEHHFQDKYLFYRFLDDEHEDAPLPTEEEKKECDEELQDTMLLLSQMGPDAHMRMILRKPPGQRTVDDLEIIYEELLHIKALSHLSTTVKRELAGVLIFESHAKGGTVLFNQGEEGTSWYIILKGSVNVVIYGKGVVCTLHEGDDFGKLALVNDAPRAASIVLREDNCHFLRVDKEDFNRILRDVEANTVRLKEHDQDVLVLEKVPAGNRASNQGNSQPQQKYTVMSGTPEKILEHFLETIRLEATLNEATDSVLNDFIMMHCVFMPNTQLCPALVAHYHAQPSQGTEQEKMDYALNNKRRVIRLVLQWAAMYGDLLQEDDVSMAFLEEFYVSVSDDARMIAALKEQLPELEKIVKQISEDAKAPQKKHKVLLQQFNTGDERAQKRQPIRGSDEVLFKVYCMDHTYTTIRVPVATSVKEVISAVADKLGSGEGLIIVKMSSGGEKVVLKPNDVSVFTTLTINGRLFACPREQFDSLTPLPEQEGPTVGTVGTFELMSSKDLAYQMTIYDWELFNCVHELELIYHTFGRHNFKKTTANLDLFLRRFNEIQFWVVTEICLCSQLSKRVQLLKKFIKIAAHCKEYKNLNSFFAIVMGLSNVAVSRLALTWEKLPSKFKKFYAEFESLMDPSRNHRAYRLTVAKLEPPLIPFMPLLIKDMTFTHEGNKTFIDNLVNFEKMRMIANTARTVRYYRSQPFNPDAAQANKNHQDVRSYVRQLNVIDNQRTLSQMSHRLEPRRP
#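 Nucleotide exchange monitored as fluorescence drop when BODIPY-GDP leaves Rap1B. Reaction: 100 nM EPAC2, 250 nM RAP1B-BODIPY-GDP, 50 uM GDP, room temperature, kinetic read over 30 min. Activity expressed relative to 6.5 mM cAMP.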
# MmCpn inh: inhibitors of Methanococcus maripaludis chaperonin (MmCpn); purified Mm-Cpn ATPase, ADP Transcreener TR-FRET; Potency, µM (top dose mostly 76.9 µM), for inactives: top-dose activity, negative = inhibition, most hits filed as inhibitors; 330,000 tested, 0.031% active; AID 504842; note: potency is the fitted concentration of half-maximal effect; % is set by controls: 0 for no effect and ±100 for the full control effect; nearly all actives have a fitted effect of over 80% in size
#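 ATP (10 uM final) was added to archaeal chaperonin (25 nM final) after 10 min exposure to test compound at 37°C; after 30 min further incubation, ADP was detected by competitive TR-FRET.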
# TGFb inhibitor: TGF-b pathway inhibition; HepG2 CAGA-GFP TGF-b/SMAD3 reporter, GFP fluorescence, 18 h; TGF-beta stimulated, 500 pg/mL final; Potency, µM (titrated, usually from 46.1 µM), inactives show at the highest dose activity, negative = inhibition, most hits filed as inhibitors; 410,000 tested, 1.2% active; AID 588855; note: potency is the fitted concentration of half-maximal effect; % is set by controls: 0 for no effect and ±100 for the full control effect; nearly all actives have a fitted effect of over 65% in size
#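 Per well, imaged GFP fluorescence of HEPG2 CAGA-GFP cells gives the signal; cells get compound, then TGF-beta (500 pg/mL final), 18 h at 37 degrees C; %Activity versus -TGF-beta and +DMSO controls.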
# Nrf2 activator: activates Nrf2 signaling; AREc32 ARE-luciferase reporter (MCF7-derived line), luminescence, 24 h; Potency, µM (highest dose often 46.1 µM), inactives show at the top dose activation, most hits filed as activators; 410,000 tested, 0.31% active; AID 624171; note: potency is the fitted concentration of half-maximal effect; % of control where 0% means no effect; nearly all actives have a fitted effect of over 65% in size
#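 AREc32 cells carrying an ARE-driven firefly luciferase, 1000 cells/well in OPTI-MEM with 5% FBS, dosed after overnight attachment and incubated 24 hr at 37 deg C. Steady-Glo luminescence read after 30 min at RT.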
# CCT modulator: modulators of cytosolic chaperonin (CCT/TRiC) activity. activity change, % (concentration not given with the values), hits read low. 360,000 tested, 0.3% active. AID 651819. purified chaperonin ATPase assay, HTRF ADP detection, 30 min; in the data active = activity change below about -30%; note: % is set by controls: 0 for no effect and ±100 for the full control effect
#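 TRiC (40 or 20 nM final, by batch activity) in 30 mM Tris pH 7.4, 100 mM KCl, 5 mM MgCl2, 1 mM DTT was treated with compound at 76 uM single dose, then 10 uM ATP, 30 min at 37 °C. ADP was read by HTRF Transcreener.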
# EPAC2 antag: blocks human EPAC2 exchange factor | 360,000 tested, 0.18% active | Potency, µM (doses to about 114 µM), without a hit: at the top dose activity, negative = inhibition, most hits filed as inhibitors | AID 720708 | EPAC2 GEF exchange of Rap1B-BODIPY-GDP, fluorescence | Q8WZA2; note: potency is the fitted concentration of half-maximal effect; % is set by controls: 0 for no effect and ±100 for the full control effect; nearly all actives have a fitted effect of over 45% in size; many of its hits are not listed in these tables
# A549 tox: A549 cytotoxicity, counter-screen for Nrf2 inhibitors; A549 ARE-Fluc cells, CellTiter-Fluor viability, 18-24 h; 390,000 tested, 0.16% active; Potency, µM (top dose mostly 46 µM), for the others: top-dose activity change, negative = cytotoxicity, most hits filed as inhibitors; note: potency is the fitted concentration of half-maximal effect; % is set by controls: 0 for no effect and ±100 for the full control effect
#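 A549 ARE-Fluc cells in 5% FBS OPTI-MEM, 5000 cells/well, rested 2 h then exposed to compounds in concentration-response for 18-24 h at 37 °C. Viability by CellTiter-Fluor fluorescence (Ex 405/Em 525) after 30 min; luciferase luminescence (BugLite, 15 min, RT) read afterwards.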
# Akt phos inh: blocks phosphorylation of Akt; Neuro2A IGF-stimulated pAkt S473 HTRF, 20 min; stronger effect = lower value; activity change, % for hits at 50 µM; 360,000 tested, 0.32% active; in the data active = activity change below about -80%; inconclusive = mostly about -51% to -80%; note: % is set by controls: 0 for no effect and ±100 for the full control effect
#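 Single-point screen (50 µM final compound) in Neuro2A cells stimulated 20 min with 6 nM IGF at 37 deg C. After lysis, Ser473-phosphorylated Akt read by HTRF (ex 330 nm, em 615/665 nm) as the 665/615 ratio.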
# The depositor's hits bear a star; i = inactive; ? = inconclusive; . = not tested or not shown; & = joins results of further samples. Unless noted, calls come from the whole dose curve; as a rule, active = well fitted curve in the direction sought with a large enough effect; inconclusive = small, poorly fitted or top-dose-only effect, or another doubt; inactive = no such curve, though single readings can be large; an effect the other way counts as inactive or inconclusive. This is a subset, so the mix of outcomes need not match the whole.
# Assay codes: A = Nrf2 block; B = EPAC2 ag; C = MmCpn inh; D = TGFb inhibitor; E = Nrf2 activator; F = CCT modulator; G = EPAC2 antag; H = A549 tox; I = Akt phos inh
O=C1NC(=Nc2cccc([N+](=O)[O-])c2)SC1(CO)CO
  A: 8%; B: 7%; C: 0%; D: 29%; E: 1.7%; F: -1.6; G: 6%; H: 2%; I: i
COc1cccc(-c2nc(CS(=O)(=O)CC(=O)NCCC(C)C)c(C)o2)c1
  A: -17%; B: 12%; C: -1%; D: 2%; E: 0.7%; F: -0.6; G: 1%; H: 11%; I: i
Cc1ccc(C(=O)N2c3ncnn3C3(CCCCC3)[C@@H]3CCCC[C@@H]32)cc1
  A: -11%; B: .; C: .; D: ?; E: 0.5%; F: .; G: .; H: -1%; I: .
COCCNC(=O)C(c1ccccc1)N(CCOC)C(=O)Cn1nnc2ccccc21 (centres undefined)
  A: -13%; B: 4%; C: 2%; D: -6%; E: -0.9%; F: -1.4; G: -1%; H: -7%; I: i
C=CCc1c(C)nc2c(OC)cccc2c1Cl
  A: 6%; B: -3%; C: -4%; D: ?; E: ?; F: -6.1; G: -1%; H: 0%; I: i
COCCn1c(SCc2ccc(OC)c(F)c2)nc2ccccc2c1=O
  A: -9%; B: 5%; C: 2%; D: ?; E: 4.1%; F: -3.7; G: -24%; H: 8%; I: i
CCC1(C)NC(=O)N(CC(=O)c2cc(C)n(C3CC3)c2C)C1=O (centres undefined)
  A: -2%; B: 6%; C: 0%; D: -4%; E: 0.1%; F: -0.4; G: 0%; H: 0%; I: i
Cc1ccc(S(=O)(=O)N2CCN(C(=O)CC3CCCC3)CC2)cc1
  A: -8%; B: 9%; C: 2%; D: -12%; E: 0.0%; F: 0.5; G: 4%; H: -5%; I: i
CCc1ccc2nc(N(CCCN(C)C)C(=O)c3ccc(S(=O)(=O)N4CCCc5ccccc54)cc3)sc2c1
  A: -15%; B: 7%; C: -5%; D: ?; E: -2.7%; F: -1.5; G: -3%; H: ?; I: i
CCOC(=O)C1=C(c2ccccc2)N(C)C(=O)NC1c1ccc(OC(F)F)c(OC)c1 (centres undefined)
  A: .; B: -7%; C: -5%; D: 16%; E: 0.0%; F: 0.3; G: -14%; H: 0%; I: i
CC(Oc1ccc(F)cc1)C(=O)Nc1cc(S(=O)(=O)N2CCCCC2)ccc1N1CCOCC1 (centres undefined)
  A: -23%; B: 5%; C: -1%; D: 10%; E: -0.3%; F: 1.2; G: -14%; H: -4%; I: i
Cc1ccc(-n2nnnc2C2CCN(S(=O)(=O)c3ccc(OC(F)(F)F)cc3)CC2)cc1
  A: 6%; B: .; C: .; D: 6%; E: 0.1%; F: .; G: .; H: 1%; I: .
COc1ccc(/C=N/OCC(=O)Nc2ccc3c(c2)OCO3)c(OC)c1
  A: ?; B: 23%; C: 0%; D: -3%; E: 1.4%; F: -2.7; G: -9%; H: 4%; I: i
CC1CCC/C(=C\Nc2ccc(O)cc2)C1=O (centres undefined)
  A: 12%; B: -1%; C: -1%; D: 0%; E: ?; F: -1.6; G: -2%; H: 9%; I: i
CCN(CC1COc2ccccc2O1)C(=O)CN1C(=O)NC(C)(c2ccccc2)C1=O (centres undefined)
  A: 16%; B: 16%; C: 2%; D: -10%; E: 0.2%; F: -1.8; G: -5%; H: 3%; I: i
CC1=C(c2ccc(C)c(C)c2)S(=O)(=O)N=C1N1CCC(C(=O)NCc2ccccc2C)CC1
  A: ?; B: .; C: .; D: -2%; E: 4.2%; F: .; G: .; H: -1%; I: .
Cc1cc(C(=O)COC(=O)Cc2ccc(Br)cc2)c(C)n1C
  A: 11%; B: 13%; C: ?; D: 5%; E: -0.6%; F: 1.9; G: -6%; H: 2%; I: i
COCCCNC(=O)c1c(N)n(/N=C/c2cccnc2)c2nc3ccccc3nc12
  A: ?; B: 1%; C: 1%; D: 3%; E: -0.5%; F: 3.6; G: 7%; H: -3%; I: i
O=C(OC(C(=O)NCc1ccc2c(c1)OCO2)c1ccncc1)c1ccc(Cl)nc1 (centres undefined)
  A: 11%; B: -4%; C: -2%; D: -1%; E: -0.3%; F: 0.8; G: 4%; H: 1%; I: i
CCCCNC(=O)CSc1nnc(Cc2ccc(Cl)c(Cl)c2)c(=O)[nH]1
  A: -24%; B: 1%; C: -1%; D: 0%; E: -0.1%; F: -1.0; G: ?; H: 1%; I: i
CCOc1cc(/C=C2/C(=N)N3OC(C)=CC3=NC2=O)ccc1OCCOc1ccccc1
  A: -35%; B: 5%; C: 0%; D: 1%; E: -0.4%; F: -13; G: -2%; H: -15%; I: i
NC(=O)c1oc2ccccc2c1NC(=O)c1ccco1
  A: 17%; B: 9%; C: 0%; D: 7%; E: ?; F: -1.2; G: 2%; H: -8%; I: i
CCN1CCN(C(=O)c2ccc(OCC(=O)Nc3ccc(F)cc3)c(OC)c2)CC1
  A: -1%; B: 7%; C: -5%; D: 13%; E: 0.9%; F: -1.4; G: 17%; H: 8%; I: i
Cc1cc(C)c(C#N)c(SCc2nnc(-c3ccccc3[N+](=O)[O-])o2)n1
  A: ?; B: 4%; C: 0%; D: 24%; E: 5.7%; F: -3.3; G: 4%; H: 1%; I: i
COc1cc(C(=O)Oc2ccccc2/C=N/NC(=O)c2ccc(Cl)cc2)cc(OC)c1OC
  A: ?; B: 5%; C: 0%; D: 7.1µM*; E: 0.2%; F: -0.3; G: 7%; H: -3%; I: i
CC(NC(=O)c1ccco1)c1nc(-c2ccccc2)no1 (centres undefined)
  A: 20%&-10%; B: 13%; C: 0%; D: 0%&-12%; E: 6.9%&0.9%; F: -1.5; G: 5%; H: 0%&-7%; I: i
CC1(C)CC(=O)CC(C)(C)N1OC(=O)c1ccccn1
  A: 11%; B: 1%; C: -1%; D: 2%; E: 0.5%; F: -3.8; G: 14%; H: -1%; I: i
CCCn1c(SCC(=O)NCCc2ccccc2)nnc1-c1cccnc1
  A: -9%; B: 12%; C: 0%; D: 1%; E: 1.7%; F: -0.3; G: 10%; H: -2%; I: i
O=C(Nc1nccs1)c1ccc(Br)o1
  A: ?; B: 9%; C: -1%; D: 5%; E: 6.6%; F: 1.8; G: 3%; H: -3%; I: i
C=CCn1cnc2scc(-c3ccccc3)c2c1=O
  A: 5%; B: -2%; C: -1%; D: -27%; E: -0.1%; F: -4.0; G: 4%; H: -5%; I: i
CCOCCCNS(=O)(=O)c1ccc2c(c1)oc(=O)n2CC(=O)OCC
  A: .; B: 0%; C: 1%; D: 0%; E: -1.1%; F: -2.1; G: 9%; H: 7%; I: i
Cc1ccc(NC(=O)Cn2c(=O)c3cccn3c3ccccc32)cc1
  A: 9%; B: -5%; C: 0%; D: 1%; E: -0.6%; F: 1.6; G: 5%; H: 6%; I: i
CCOC(=O)c1cccc2c1N[C@@H](c1ccc(F)cc1)[C@H]1CC=C[C@@H]21
  A: 10%; B: .; C: .; D: -1%; E: 3.5%; F: .; G: .; H: 0%; I: .
O=C(Cn1ccc(C(F)(F)F)n1)N/N=C/c1ccc2c(c1)OCO2
  A: 14%; B: 0%; C: 1%; D: -16%; E: 3.8%; F: 1.4; G: 31%; H: 28%; I: i
Cc1ccc(-c2csc(/C=C3\SC(C)C(=O)N3CC(=O)Nc3ccccc3F)n2)cc1 (centres undefined)
  A: ?; B: -1%; C: -4%; D: 10%; E: -0.7%; F: -2.3; G: 0%; H: -26%; I: i
CC1CCCCC1NC(=O)C1CCN(C(=O)c2sccc2-n2cccc2)CC1 (centres undefined)
  A: -19%; B: 4%; C: 2%; D: -18%; E: 0.3%; F: -13; G: 7%; H: -3%; I: i
O=c1c2cc3c(cc2n(Cc2ccc(Cl)cc2)c(=O)n1Cc1nc(-c2ccccc2)no1)OCO3
  A: 12%; B: .; C: .; D: -1%; E: -0.2%; F: .; G: .; H: 3%; I: .
CCCN(CCC)CCCNC(=O)c1cc2c(-c3ccc(OC)c(OC)c3)nn(C)c2s1
  A: ?; B: -2%; C: 1%; D: -5%&42%; E: 11%&25%; F: 1.2; G: 3%; H: -3%&1%; I: i
C/C=C/C(=O)N1CC2(CC(c3cccc(NC(=O)CC)c3)=NO2)C[C@H]1C(N)=O (some centres undefined)
  A: -5%; B: 8%; C: 3%; D: -11%; E: 0.1%; F: -2.2; G: 23%; H: 1%; I: i
COCCNc1sc(S(=O)(=O)c2ccc(C)cc2)nc1S(=O)(=O)c1ccc(C)cc1
  A: 5%; B: .; C: .; D: -22%; E: 3.8%; F: .; G: .; H: 1%; I: .

# Single records, from the list above.
# CCCn1c(SCC(=O)NCCc2ccccc2)nnc1-c1cccnc1 in the list: Nrf2 block = -9%; EPAC2 ag = 12%; MmCpn inh = 0%; TGFb inhibitor = 1%; Nrf2 activator = 1.7%; CCT modulator = -0.3; EPAC2 antag = 10%; A549 tox = -2%; Akt phos inh = i
# C/C=C/C(=O)N1CC2(CC(c3cccc(NC(=O)CC)c3)=NO2)C[C@H]1C(N)=O (some centres undefined) in the list: Nrf2 block = -5%; EPAC2 ag = 8%; MmCpn inh = 3%; TGFb inhibitor = -11%; Nrf2 activator = 0.1%; CCT modulator = -2.2; EPAC2 antag = 23%; A549 tox = 1%; Akt phos inh = i

# High-throughput results from PubChem.
